PfG6PD inh = PfG6PD (Plasmodium falciparum) enzyme inhibition. PfGluPho enzyme, NADPH resazurin-diaphorase fluorescence. 350,000 tested, 0.78% active. inhibition, % at 20 µM;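 active means inhibition reaching at least a set limit at 20 µM in the primary screen, cut at about 59% in these data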;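 further: 0% = DMSO wells with substrate and 100% = DMSO wells lacking glucose-6-phosphate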
hIAP act = increases human intestinal alkaline phosphatase activity | P09923 | purified human IAP, CDP-Star luminescence, 30 min; stronger effect = higher value; 1 = vehicle-only enzyme, 0 = enzyme-free background | activation factor at 10 µM | 330,000 tested, 0.16% active;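 active means activation factor of the enzyme at least 2-fold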; further: the source names both 10 and 20 µM as test concentration; values of inactives mirror those of a sister screen read the other way
NR3A LBD binder = modulates the human NR3A ligand-binding domain | NR3A LBD differential scanning fluorimetry, Tm shift; 0% = protein alone, 100% = glycine-bound protein | Tm shift relative to glycine control, % at 25 µM | 340,000 tested, 2.5% active | AID 1259313;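 active means melting temperature shift of at least 10% of the positive control shift, at one fixed dose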
SENP1 inh = blocks the human SENP1 SUMO protease catalytic domain. 360,000 tested, 0.21% active. AID 624204. inhibition, % at 10 µM. recombinant SENP1 catalytic domain, CyPet-SUMO1-YPet FRET cleavage. Q9P0U3;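 active means inhibition at least 30% at 10 µM, raw YFP signal under a set limit, fluorescence ratio 0.5 to 1.5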;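 further: 0% = enzyme with DMSO and 100% = no enzyme wells; some results filed as inactive read as strong as hits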
Target sequence (Q9P0U3 419-644 limits assumed): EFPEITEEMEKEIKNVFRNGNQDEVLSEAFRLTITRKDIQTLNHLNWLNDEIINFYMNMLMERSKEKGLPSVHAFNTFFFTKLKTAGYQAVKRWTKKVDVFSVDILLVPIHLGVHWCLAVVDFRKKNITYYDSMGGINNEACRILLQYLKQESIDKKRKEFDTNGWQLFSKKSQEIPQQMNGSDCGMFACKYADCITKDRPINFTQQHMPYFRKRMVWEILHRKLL
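Assay system – human recombinant His6-tagged SENP1 catalytic domain enzyme · Input – SENP1 enzyme, 20 pM final · Buffer or medium – Tris pH 8 buffer plus EDTA, NaCl, BME, BSA, NP40, catalase · Schedule – 50 min reaction at room temperature · Technique – FRET read of cyan and yellow fluorescence · Control set – no-enzyme wells low, DMSO-plus-enzyme wells high control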
ATG4B inh = inhibitors of human ATG4B cysteine protease. 340,000 tested, 0.51% active. AID 504462. ATG4B cleavage of LC3-PLA2, NBD-HPC fluorescence, 1 h. inhibition, % at 8.33 µM; in the data active means inhibition above about 40%
Target sequence (Q9Y4P1 whole entry, looked up): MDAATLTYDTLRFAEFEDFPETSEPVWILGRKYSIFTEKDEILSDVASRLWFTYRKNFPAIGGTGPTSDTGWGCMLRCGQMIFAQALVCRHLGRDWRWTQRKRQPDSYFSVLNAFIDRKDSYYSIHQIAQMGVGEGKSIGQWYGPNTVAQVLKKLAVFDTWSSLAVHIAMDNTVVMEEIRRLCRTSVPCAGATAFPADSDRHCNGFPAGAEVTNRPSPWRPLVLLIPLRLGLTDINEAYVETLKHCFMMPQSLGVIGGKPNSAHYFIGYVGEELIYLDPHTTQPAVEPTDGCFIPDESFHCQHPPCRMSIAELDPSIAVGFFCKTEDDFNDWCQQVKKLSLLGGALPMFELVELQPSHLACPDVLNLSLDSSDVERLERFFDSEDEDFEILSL
MPTP block = permeability transition pore inhibition | isolated mouse mitochondria, Ca2+ swelling absorbance, 30 min | inhibition, % at 10 µM | 360,000 tested, 1.4% active | AID 602449;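 active means inhibition of 50% or more, scaled per plate between neutral and stimulator controls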;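 further: 0% = DMSO wells given calcium and 100% = 1 mM EGTA wells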
SENP8 block = SENP8 (human) protease inhibition | Q96LD8 | recombinant SENP8, Nedd8 substrate fluorescence | inhibition, % at 20 µM | 360,000 tested, 0.64% active; in the data active means inhibition mostly above about 40%, no sharp cut-off; inactive means mostly below about 27%
SENP6 inh = inhibitors of human SENP6 protease; Q9GZR1; AID 2599; 330,000 tested, 1.8% active; Recombinant SENP6 catalytic domain, aminoluciferin luminescence; inhibition, % at 10 µM;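 active means inhibition above about 50% at the single tested dose, limit read from the data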;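 further: plate controls were DMSO wells with enzyme for no effect and DMSO wells lacking enzyme for full effect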
Target sequence (Q9GZR1 628-1112 limits assumed): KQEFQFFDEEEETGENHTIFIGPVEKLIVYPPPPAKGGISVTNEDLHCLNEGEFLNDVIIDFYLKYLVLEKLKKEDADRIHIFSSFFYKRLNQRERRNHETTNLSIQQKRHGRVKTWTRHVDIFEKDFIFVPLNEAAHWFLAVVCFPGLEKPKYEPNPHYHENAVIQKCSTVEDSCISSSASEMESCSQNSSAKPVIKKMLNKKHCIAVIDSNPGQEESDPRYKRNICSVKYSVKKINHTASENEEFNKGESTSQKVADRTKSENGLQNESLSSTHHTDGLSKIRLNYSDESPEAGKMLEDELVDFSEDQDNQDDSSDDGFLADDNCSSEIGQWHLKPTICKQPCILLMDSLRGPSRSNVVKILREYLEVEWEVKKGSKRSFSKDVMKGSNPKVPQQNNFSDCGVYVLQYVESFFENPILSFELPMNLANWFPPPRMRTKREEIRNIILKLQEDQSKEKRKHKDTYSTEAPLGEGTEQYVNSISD
* hit, by the source's call; i = inactive.

SMILES	PfG6PD inh	hIAP act	NR3A LBD binder	SENP1 inh	ATG4B inh	MPTP block	SENP8 block	SENP6 inh
Cc1cc(C)cc(NC(=O)c2ccc([N+](=O)[O-])o2)c1	20	0.93	1	2	-5	-1.8	29	22
CC1Sc2n(c3ccccc3[n+]2C)N=C1c1ccccc1 (configuration not stated)	-5	0.99	-4	2	5	-0.2	4	-9
CC(C)CN(C(=O)COC(=O)c1ccc(Cl)c(N)c1)c1c(N)n(Cc2ccccc2)c(=O)[nH]c1=O	-9	1.1	-3	-3	1	-1.2	i	1
Cc1ccc(C(C)C)c(OCc2nc(-c3nonc3N)no2)c1	25	1.1	-10	1	-6	1.6	4	-4
CN(CC(=O)Nc1ccc(F)c(F)c1F)C1CCCCC1	-6	1	-3	3	0	0.0	14	-8
CCOc1ccc(S(=O)(=O)N2CCCCCC2)cc1	-20	1.1	0	2	-3	-1.2	-1	-5
Cc1ccccc1NC(=O)c1ocnc1C	-13	0.9	-1	1	1	-0.3	17	10
O=c1[nH]c2ccccc2nc1Cc1ccccc1	-13	1.1	-1	1	-13	0.0	-125	-20
CCOC(=O)c1[nH]ncc1CN1CCN(Cc2ccc(C)cc2)C(CCO)C1 (configuration not stated)	14	1.4	-1	-1	-6	1.9	6	-4
C=C1CCN(c2ccc(C(=O)NCc3ccc(C)cc3)cc2[N+](=O)[O-])CC1	10	0.94	-8	0	-4	2.0	18	-5
CCCCn1c(SCC(N)=O)nnc1-c1ccco1	-4	1	1	2	-1	-0.9	12	-13
Cn1nc([N+](=O)[O-])nc1Oc1ccccc1F	20	0.96	-1	-1	4	-0.3	1	22
Cc1cccnc1NC(=O)CSc1ncnc2sc(C)c(C)c12	3	1	-5	17	13	-0.2	-29	-5
CCCc1nnc(SCC(=O)N2CCCCC2C)n1CCCOC (configuration not stated)	-14	1.1	-1	2	0	0.8	14	2
Cc1noc(C)c1COC(=O)CNC(=O)c1cccc(F)c1	-5	0.92	2	2	-2	-1.3	7	-1
O=C(CC(=O)NCc1ccc(Cl)cc1)NCc1ccc(Cl)cc1	-1	1.1	-1	-3	-7	5.0	14	-12
C=CC[C@@H](CC(=O)NCCO)C(=O)N[C@H](C)COC(=O)[C@@H](CC=C)CC(=O)OC(C)(C)C	-1	0.85	-3	1	-8	-1.4	12	-9
Cc1ccc2[nH]c(C(=O)N/N=C/c3ccccc3O)c(C)c2c1	-10	1.7	19*	-50	-6	6.6	-7	-3
COc1ccc(CN2C(=NC(=O)C3CCCO3)SC3CS(=O)(=O)CC32)cc1 (configuration not stated)	-13	1	-1	1	7	1.5	17	-13
CCN(CC)S(=O)(=O)c1cc(C(=O)NCCN2CCOCC2)ccc1Cl	-4	0.84	-1	2	-10	-3.7	0	15
COc1cc(C(=O)NCCNC(=O)C2CCCNC2=O)cc(OC)c1OC (configuration not stated)	-12	0.83	0	3	5	0.4	0	11
O=C(O)c1cccc(-n2cccc2/C=C/[N+](=O)[O-])c1	21	1	0	1	17	2.2	-36	-5
Cc1cc(C)c2nc(SCC(=O)Nc3cc(C)on3)c(C)cc2c1	-3	1.1	-2	0	-2	0.1	7	-15
O=C1c2oc3ccccc3c(=O)c2C(c2cccc(O)c2)N1c1ccccn1 (configuration not stated)	1	1.1	-3	1	2	0.6	14	10
O=C(Nc1ccccc1)c1ccn[nH]1	-21	1.1	-1	1	-7	-4.6	26	16
Cc1ccc(/C=C2\SC(=S)N(CCC(=O)Nc3ccc(O)cc3)C2=O)cc1	2	0.86	6	2	4	-0.4	26	7
COC(=O)C1=C[C@@H](C(=O)OC)[C@@H]2C3=C(C(=O)C2(C)C)[C@H](c2ccccc2)[C@@H]2C(=O)N(C)C(=O)[C@@H]2[C@@H]3C1	-4	0.89	1	19	-4	-0.5	7	8
Cc1ccc(C23CCC(=O)N2C(C(=O)O)CS3)c(C)c1 (configuration not stated)	-9	1	0	2	5	-1.0	0	-2
COc1cc(/C=N/n2c(-c3ccccc3)n[nH]c2=S)ccc1O	34	1.1	2	1	-7	1.3	6	-12
CN(Cc1nc2ccccc2s1)C(=O)c1ccc(F)cc1	-4	1.1	0	-2	-14	-0.9	2	2
O=C(COc1ccc(Cl)cc1)Nc1ccc(N2CCN(C(=O)c3ccco3)CC2)cc1	8	0.84	-4	7	-9	4.0	7	-10
CC(Oc1ccc2c3c(c(=O)oc2c1)CCC3)C(=O)N[C@@H](Cc1ccccc1)C(=O)O (some centres not stated)	-1	0.89	-3	-3	-20	-0.6	-53	-5
CCN(CC(=O)Nc1c(F)cccc1F)C(=O)Cc1ccc2c(c1)CCC2	15	1	1	-2	-1	-0.6	-7	0
CCn1nc(NC(=O)c2ccncc2)c2cc3ccc(C)cc3nc21	9	0.72	1	-102	-9	-1.6	-246	10
Cc1ccc(C(NC(=O)C(C)C)c2cc([N+](=O)[O-])c3cccnc3c2O)cc1 (configuration not stated)	19	1.1	-7	-4	-10	4.7	55*	2
COc1cc2c(cc1OC)CN(C(=O)c1cc3ccccc3oc1=O)CC2	-12	1.1	-1	0	-2	10	3	-8
Cc1ccc(C(=O)/C=C/c2c(C)nn(-c3ccccc3)c2Cl)cc1	71*	0.86	-10	5	1	2.3	32	34
COc1cc(C(=O)OCC(=O)NCc2ccc(F)cc2)cc(NC(=O)c2cccs2)c1OC	-11	1.2	-2	2	-14	1.5	-72	-4
O=S(=O)(c1cccc2cccnc12)N1CCN(c2ccccc2)CC1	8	1	-3	-2	-2	-1.7	11	-13
C#CC(C)OC(=O)Nc1cnccc1C(F)(F)F (configuration not stated)	2	0.98	0	3	6	2.5	30	-1
CCCc1nc2ccc(N)cc2c(=O)n1Cc1ccccc1Cl	2	1.3	2	-4	-12	0.2	-321	-4
O=c1c(-c2ccc(O)cc2)coc2cc(O)cc(O)c12	-19	1.2	5	0	-14	0.3	17	-2
Cc1ccnc(NC(=O)C2CCN(S(=O)(=O)c3cccc4nonc34)CC2)c1	0	1.3	3	8	2	-4.1	5	0
Cc1nc(S(=O)(=O)c2ccc(Br)cc2)nc2c1CCC2	-20	0.84	-2	4	4	-1.2	14	-1
Cc1cc(C)c(O)c(C2(O)C(=O)c3ccccc3C2=O)c1	-22	1.1	0	-2	-1	3.9	12	-11

An excerpt from above, reduced to SENP1 inh and SENP8 block:
molecule	SENP1 inh	SENP8 block
O=C(COc1ccc(Cl)cc1)Nc1ccc(N2CCN(C(=O)c3ccco3)CC2)cc1	7	7
Cc1ccnc(NC(=O)C2CCN(S(=O)(=O)c3cccc4nonc34)CC2)c1	8	5
Cc1ccc(C(=O)/C=C/c2c(C)nn(-c3ccccc3)c2Cl)cc1	5	32
Cc1ccc(C(NC(=O)C(C)C)c2cc([N+](=O)[O-])c3cccnc3c2O)cc1 (configuration not stated)	-4	55*
COc1cc2c(cc1OC)CN(C(=O)c1cc3ccccc3oc1=O)CC2	0	3
C#CC(C)OC(=O)Nc1cnccc1C(F)(F)F (configuration not stated)	3	30
Cc1cc(C)c(O)c(C2(O)C(=O)c3ccccc3C2=O)c1	-2	12

Further structures.
SMILES	PfG6PD inh	hIAP act	NR3A LBD binder	SENP1 inh	ATG4B inh	MPTP block	SENP8 block	SENP6 inh
CC1(C)COC(/C=C/c2cccc([N+](=O)[O-])c2)=N1	-2	1	-1	2	-9	0.0	8	1
CC1=C(C(=O)N2CCOCC2)C(c2ccc(-c3ccccc3)cc2)NC(=S)N1 (configuration not stated)	10	0.92	1	3	-3	-2.9	16	3
COc1ccc(/C=N/NC(=O)c2[nH]c3ccc(Br)cc3c2-c2ccccc2)c(C(=O)O)c1OC	-79	1.1	-2	3	21	0.7	-440	-9
Cc1c(O)nc(SC2CC(=O)N(c3ccccc3)C2=O)[nH]c1=O (configuration not stated)	-7	1	1	2	-6	-0.1	9	1
O=C(CSc1nnc(NC(=O)c2ccccc2)s1)NCc1ccco1	5	1	1	0	-4	-0.9	-2	22
CCOc1ccc2nc(NC(=O)COc3ccc(N(C)S(=O)(=O)c4ccc(C)cc4)cc3)sc2c1	5	0.98	2	1	-8	0.8	18	-12
c1ccc(CCN2CN(CCCN3CCOCC3)c3nc4ccccc4n3C2)cc1	2	0.85	-2	1	-16	0.2	22	-31
N#CCCn1cnc2c(=S)nc[nH]c21	12	0.99	2	2	-5	-0.4	9	-9
CC(C)(C)OC(=O)C[C@H]1C/C=C\C[C@H](CC(=O)N[C@H](CO)Cc2ccccc2)C(=O)N2CCC[C@@H]2COC1=O	-9	0.9	-2	0	2	0.4	16	-5
O=C(c1ccc(Cl)cc1)N1CCN(c2ccc(F)cc2)CC1	-2	0.99	1	0	-6	-0.1	6	-4
COc1ccccc1NC(=O)C1=C(C)Nc2nnnn2C1c1cccc(Br)c1 (configuration not stated)	1	1.4	1	3	-16	1.3	6	-9
CN1N=C2c3ccccc3CCC2C1c1ccc(Cl)cc1 (configuration not stated)	5	0.99	6	0	-2	2.2	-195	31
CCOc1ccccc1NC(=O)C(NCCc1ccc(OC)cc1)c1ccccc1 (configuration not stated)	11	1.1	1	-10	1	-0.1	-36	-7
CCCCC1S/C(=N/N=C/c2ccco2)NC1=O (configuration not stated)	-22	1.1	-4	0	3	-1.9	16	7
CCC(C)(C)NC(=O)C(c1ccc(C)cc1)N(CC1CCCO1)C(=O)CCC(=O)Nc1ccccn1 (configuration not stated)	11	1	-2	1	-7	0.7	8	-12

Compounds from the list above with a COOH group, in the order listed:
SMILES	PfG6PD inh	hIAP act	NR3A LBD binder	SENP1 inh	ATG4B inh	MPTP block	SENP8 block	SENP6 inh
O=C(O)c1cccc(-n2cccc2/C=C/[N+](=O)[O-])c1	21	1	0	1	17	2.2	-36	-5
Cc1ccc(C23CCC(=O)N2C(C(=O)O)CS3)c(C)c1 (configuration not stated)	-9	1	0	2	5	-1.0	0	-2
CC(Oc1ccc2c3c(c(=O)oc2c1)CCC3)C(=O)N[C@@H](Cc1ccccc1)C(=O)O (some centres not stated)	-1	0.89	-3	-3	-20	-0.6	-53	-5
COc1ccc(/C=N/NC(=O)c2[nH]c3ccc(Br)cc3c2-c2ccccc2)c(C(=O)O)c1OC	-79	1.1	-2	3	21	0.7	-440	-9

Going on with the list:
SMILES	PfG6PD inh	hIAP act	NR3A LBD binder	SENP1 inh	ATG4B inh	MPTP block	SENP8 block	SENP6 inh
Fc1ccccc1Sc1ccccc1CNC1=NCCN1	16	0.95	1	2	6	1.3	13	-8
CCOC(=O)C1CN(S(=O)(=O)c2ccc(C)cc2)CCN1S(=O)(=O)c1ccc(C)cc1 (configuration not stated)	16	0.81	1	2	4	0.6	7	-27
COc1ccc(NC(=O)CSc2ccc(-c3ccco3)nn2)cc1OC	44	0.9	0	3	-7	-0.3	3	0
CN(Cc1ccccc1)S(=O)(=O)c1csc(C(N)=O)c1	-12	1	0	0	5	0.3	15	2
COc1ccc(-n2c(=O)cc(N3CCN(c4ccccc4)CC3)[nH]c2=O)cc1	-24	1	1	-7	6	-1.9	7	-3
O=C(O)Cc1ccc(-c2ccccc2-c2ccccc2)cc1	-48	1.1	-2	2	17	21	12	-14
CCn1cc(C(=O)NCCC(C)C)c(=O)c2cc(S(=O)(=O)N3CCCCC3)ccc21	6	0.85	-3	2	-3	-2.1	-4	4
O=C(NCCN1CCOCC1)c1ccc2c(c1)N(Cc1ccccc1)C(=O)c1ccccc1S2	-9	1.2	-2	2	-9	-0.2	17	-9
Cc1ccc(NC(=O)CN(C)C2CCCCC2)cc1Br	28	0.98	0	1	11	1.0	12	-6
O=c1c2ccccc2n(CC(O)CN2CCOCC2)c2ccccc12 (configuration not stated)	6	1.2	-1	-60	3	0.3	-280	-10
O=C(Nc1ncc2c(n1)CC(c1ccc(Cl)cc1)CC2=O)c1ccco1 (configuration not stated)	-7	0.88	0	0	-4	-0.9	-3	-8
O=C(c1cnn(-c2ccc(Cl)cc2)c1)c1ccccc1O	7	1	-3	1	15	1.1	10	-7
Cc1cc(C)n(CC(=O)NC2C(=O)N3C(C(=O)O)=C(CSc4nnc(C)s4)CSC23)n1 (configuration not stated)	-9	1	0	0	-5	-0.4	-4	-7
CCN(Cc1nc2ccccc2c(=O)[nH]1)C(=O)COc1ccccc1-c1ccccc1	-5	1	-2	-1	1	0.0	-1	-2
CCN(CC)c1ccc(Nc2nc(N3CCOCC3)c3ccccc3n2)cc1	35	1	-4	8	12	29	13	6

Not a hit list. Share with any hit: about 6.7%.
